F508del corr: correctors of CFTR F508del function in bronchial epithelial cells | CFBE cells, YFP halide quenching; stimulated with forskolin plus potentiator P3; % fluorescence drop versus neutral controls | activity (quench increase), % at 7.58 µM | actives 0.36% (n = 350,000);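 active means mean added fluorescence quench of at least 8% versus neutral control, with both replicates also reaching 8%; inconclusive means only one of the mean or replicate conditions met; inactive means mean below 8% and not both replicates reaching 8%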;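 further: cells transiently co-express mutant CFTR-F508del with the halide-sensitive YFP; corrector assay measuring rescue of mutant channel to the surface after 24 h compound exposure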
GSIS activator: GLuc luminescence reporter in INS-1E cells, primary screen for activators of glucose-dependent secretion of insulin; INS-1E GLuc reporter insulin secretion, 2-3 h; activation, % at 16.6 µM; actives 0.61% (n = 370,000); AID 743287;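 active means lowest replicate activation of at least 40%, so every replicate reaches that level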;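 further: 0% = median of neutral control wells and 100% = median of IBMX positive control wells; some compounds called inactive have numbers as strong as hits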
Cneo AK release: causes C. neoformans cell lysis; AID 651654; lysis activity, % at 15 µM; actives 0.2% (n = 360,000); adenylate kinase release luminescence, 4 h; normalised: neutral wells 0, clomiphene wells 100;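 active means mean lysis activity across replicates of at least 80%, whatever share of replicates individually reach that level; inactive means mean lysis activity below 80%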
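Assay system: C. neoformans cells. Amount: yeast cell density of 5 × 10^6 cells/mL. Technique: AK luminescence. Buffer or medium: YPD. Times: static 4 h at 37 °C with compound, 1 h detection. Dosing: single-point compound dose. Read-out: lysis from increased AK signal.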
PglD inh: blocks C. jejuni PglD acetyltransferase activity | inhibition, % at 12.5 µM | purified PglD enzyme, DTNB colorimetric CoA detection | AID 602405 | actives 0.098% (n = 360,000); in the data active means inhibition above about 16%, passing the limit was not always enough; inconclusive means no clear call, values can overlap the other calls; further: strong numbers were not always called active
FN deposit inh: fibronectin deposition inhibition; AH1F fibroblasts, Alexa488-fibronectin deposition fluorescence, overnight; inhibition, % at 12.6 µM; actives 0.086% (n = 350,000); AID 743247;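 active means mean inhibition across replicates of 30% or more, regardless of how many single replicates reach that level; inconclusive means mean under 30% yet at least half of replicates reach 30%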;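 further: positive control wells lacked labelled fibronectin entirely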
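Assay system: AH1F fibroblast monolayer, labelled fibronectin deposition. Amount: 10000 cells per well. Also added: labelled fibronectin 24 nM. Compound: single-point pinned compound. Incubation: cell attachment 1 h, compound and FN exposure overnight. Detection: fluorescence after three HBSS washes, excitation 485 nm, emission 525 nm. Read-out: inhibition of fibronectin deposition signal.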
Statin myotox sup: protects C2C12 myotubes from simvastatin toxicity; ATP luminescence, 48 h; scaled: DMSO 0, geranylgeraniol control 100; rescue of ATP level, % at 7.49 µM; actives 0.78% (n = 330,000); AID 602340;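 active means mean ATP rescue above about 67%, or every replicate alone reaching that limit, limit read from the data, passing the limit was not always enough; inconclusive means no clear call, values can overlap the other calls; inactive means mean under the limit and some replicate under it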;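 further: myotubes were challenged with 10 µM simvastatin during compound exposure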
PGC1a acetyl inh: modulators of PGC1a acetylation; inhibition, % at 15.6 µM; AID 651687; U2OS PGC1a acetylation, AlphaScreen anti-acetyl-lysine; with virally co-expressed GCN5 acetyltransferase; actives 0.17% (n = 350,000);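 active means every replicate shows inhibition of at least 40%; inconclusive means mean inhibition at least 40% but some replicate below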;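 further: 0% = neutral control wells and 100% = positive control wells; some results beyond the cut were filed as inactive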
miR-122 sensor: miR-122 inhibition in Huh7 cells | actives 0.3% (n = 340,000) | Huh7 miR-122 Renilla luciferase sensor, 48 h; neutral wells = 0, positive control = 100 | activation (reporter increase), % at 12.5 µM | AID 602342;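 active means mean replicate activation score at least 90 and every replicate individually at or above 90; inconclusive means only one of the two criteria met; inactive means neither criterion met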;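 further: higher luciferase means less miR-122 activity so hits act as miR-122 inhibitors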
* marks the source's active call; other numbers are inactive results; ? = inconclusive; . = not tested or not shown; [ ] = dose if it differs, or a comment. Hits appear at their usual frequency; any-hit rate near 2.1%.

SMILES | F508del corr | GSIS activator | Cneo AK release | PglD inh | FN deposit inh | Statin myotox sup | PGC1a acetyl inh | miR-122 sensor
CC(OC(=O)c1ccc(Cl)cc1)C(=O)NCc1ccc2c(c1)OCO2 (stereo not given) | 0.8 | -7 | 0 | -5 | -17 | 18 | -2 | -2
C[C@@H]1CN([C@@H](C)CO)C(=O)c2cc(C3=CCCC3)cnc2O[C@@H]1CN(C)S(=O)(=O)c1cn(C)cn1 | 0.2 | 12 | -1 | 0 | 10 | -14 | 0 | 3[16.7 µM]
COc1ccc(S(=O)(=O)n2nc(OC(=O)c3ccc(C)cc3)cc2N)cc1 | . | . | 3 | -1 | 6 | -7 | -3 | -2
CC[C@]12c3[nH]c4cc(-c5ccco5)ccc4c3CCN1C(=O)[C@@H](CC(=O)NCc1ccco1)C[C@@H]2C(=O)N1CCN(C(=O)C2CC2)CC1 | -2.4 | 8 | -3 | -3 | -9 | 8 | . | 7
COc1ccccc1CCc1nnc(CCC(=O)NC(C)Cn2nc(C)cc2C)o1 (stereo not given) | -0.2 | 5 | 2 | -8 | 11 | 3 | . | -9
CN(C)CCCNC(=O)C[C@H]1C=C[C@@H](NS(=O)(=O)c2ccc(F)cc2)[C@H](CO)O1 | -1.1 | -9 | 0 | -37 | . | -8 | 8 | .
CCCC#Cc1ccc2c(c1)O[C@@H](CN(C)C(=O)COC)[C@H](C)CN([C@H](C)CO)S2(=O)=O | -0.5 | 8 | -1 | -2 | 0 | 2 | 1 | -2[16.7 µM]
Cc1cc(C)cc(NC(=O)c2sc3nc4n(c(=O)c3c2C)CCC4)c1 | -3.3 | -16 | 9 | -3 | -2 | -32 | . | .
Cc1cccc(NC(=O)CN2CCSc3ccccc32)c1 | -1.9 | 3 | 1 | -8 | -3 | 4 | . | -5
CCN(c1ccccc1)S(=O)(=O)c1ccc(C(=O)Nc2nnc(CSC)o2)cc1 | 3.1 | -3 | 1 | 3 | 8 | -9 | -1 | 8
CCN(CC)S(=O)(=O)c1ccc(C(=O)NC2=C(C(=O)OC)SCC2)cc1 | . | . | 2 | -7 | . | 1 | -17 | -5
CC(C)n1cc(/C=C2\NC(=O)N(c3cccc(Cl)c3)C2=O)c2ccccc21 | . | 7 | 1 | -4 | 6 | 115* | 8 | 4
O=C(C[C@@H]1CC[C@H](NC(=O)CN2CCOCC2)[C@H](CO)O1)NC1CCCCC1 | 0.1 | 10 | -8 | 0 | -11 | 4 | 1 | .
N#CC1=C(N)N(c2ccccc2Sc2ccccc2)C(=O)C1 | . | -3 | -19 | -1 | . | 0 | 9 | 3
CC(C)c1nc2cc(C(=O)N(C)Cc3ccc(F)cc3)ccc2o1 | -1.6 | -4 | -2 | -2 | 4 | 5 | . | -5
O=C(Nc1nnc(-c2ccc(Cl)cc2)o1)c1nc2ccccc2s1 | -1.6 | 14 | -1 | -1 | 23 | -8 | -8 | -6
COc1cc(C(=O)NNC(=O)CN2C(=O)NC3(CCCC3)C2=O)cc(OC)c1OC | -2.5 | 18 | 3 | 0 | 1 | 7 | 7 | 3
COc1ccc(-n2nnnc2SCC(N)=O)cc1 | . | 4 | -4 | 1 | -2 | -2 | 1 | -8
CC(C)C[C@H](NC(=O)c1[nH]cnc1C(=O)N[C@@H](Cc1ccccc1)C(=O)OC(C)(C)C)C(=O)OCc1ccccc1 | 1.4 | . | 1 | 5 | -6 | -5 | 15 | 4
CC12CCC(C1)C(C)(C)C2NS(=O)(=O)c1ccc(F)cc1 (stereo not given) | -2.6 | -33 | 1 | -5 | -10 | 21 | -58 | 1
COCC#Cc1cnc2c(c1)C(=O)N([C@H](C)CO)C[C@@H](C)[C@@H](CN(C)S(=O)(=O)c1cccc(OC)c1)O2 | -1.7 | 9 | -1 | -2 | . | 4 | -1 | -1[16.7 µM]
CCN(CC)S(=O)(=O)c1ccc(NC(=O)c2cccnc2Cl)c(NC(=O)c2cccnc2Cl)c1 | 0.8 | 5 | . | . | 0 | . | -15 | 6
Cc1c(Nc2nc3ccccc3n3cnnc23)cccc1[N+](=O)[O-] | -0.2 | -2 | 3 | 0 | 9 | 4 | 6 | 2
Cc1noc(C)c1NC(=O)Nc1ccc2c(c1)C(=O)N([C@H](C)CO)C[C@@H](C)[C@H](CN(C)C(=O)Nc1ccccc1)O2 | -0.3 | 28 | . | . | . | . | -6 | 3[16.7 µM]
Clc1ccc(-c2nc3ccc(Br)cn3c2Cc2cccc(Cl)c2)cc1 | -0.6 | -15 | -1 | 3 | 7 | -18 | -10 | 7
NC(=O)c1sc2nc3c(c(-c4ccc(Cl)cc4)c2c1N)CCCC3 | . | . | -3 | . | 1 | 44 | 13 | -7
Cc1noc(C)c1NC(=O)N(C)C[C@H]1Oc2ccc(NC(=O)Nc3ccc4c(c3)OCO4)cc2C(=O)N([C@@H](C)CO)C[C@@H]1C | -1.0 | 5 | 1 | -1 | . | . | 4 | 0[16.7 µM]
O=C(NC1CCN(C(=O)N2c3ccccc3Sc3ccccc32)CC1)c1ccccc1Cl | . | . | -2 | -1 | . | 52 | -7 | .
Cc1ccc(S(=O)(=O)N2C[C@H]3C(=O)C[C@@H](c4cccc(C)c4)N(S(=O)(=O)c4ccc(C)cc4)[C@H]3C[C@H]2c2ccccc2)cc1 | -2.5 | 12 | 4 | -4 | -4 | -12 | -1 | -5
C[C@@H](C(=O)NCc1ccccc1)[C@H]1C[C@]1(C)[C@H](NC(=O)OCc1ccccc1)c1ccccc1 | -0.6 | -10 | 0 | 2 | -3 | -4 | -26 | 0
Cc1ccc(-c2nnc(-c3ccccc3Br)o2)cc1 | 0.0 | 11 | -9 | 3 | -2 | -3 | . | .
CC(C)CNc1ncnc2c1ncn2[C@H]1CN(Cc2cccs2)C[C@@H](CO)O1 | 1.1 | -14 | 0 | 3 | 2 | -7 | . | 1
Cc1cc(C)c2c(c1)NC(C(=O)O)C1CC=CC21 (stereo not given) | 1.9 | 4 | 3 | 1 | -6 | 3 | 4 | -4
CCCCN(C(=O)c1ccc([N+](=O)[O-])s1)c1c(N)n(CCCC)c(=O)[nH]c1=O | -1.4 | 3 | 1 | -2 | 2 | 10 | . | -4
CCC(=O)N1[C@@H]2Cn3c(cccc3=O)[C@H]1[C@@H](C(=O)NC1CCCCC1)[C@@H]2CO | -0.9 | 16 | -4 | 0 | . | 2 | . | 2[16.7 µM]
Cn1c(SCC(=O)NCC2CCCO2)ncc(C(=O)Nc2ccccc2)c1=O (stereo not given) | 0.1 | 28 | 2 | -2 | -4 | 2 | -2 | 6
CC(C)[C@H](NC(=O)[C@@H]1Cc2c([nH]c3ccccc23)C2c3ccccc3C(=O)N21)C(=O)NCC1CCCO1 (stereo not given in full) | 1.2 | -9 | 1 | 0 | . | 3 | 2 | 17
COc1ccc(OC)c(C(c2nnnn2CCc2ccccc2)N2CCC(C(N)=O)CC2)c1 (stereo not given) | . | . | -5 | -1 | . | . | -11 | -1
COc1ccc(NC(=O)N2C[C@@H](O)COC[C@@H]3O[C@@H](CC(=O)N4CCN(C)CC4)CC[C@H]32)cc1 | -0.4 | 5 | 3 | 0 | 3 | 4 | 4 | 7[16.7 µM]
CCN1CCN(c2ccc(N3CCN(S(=O)(=O)c4cccc([N+](=O)[O-])c4)CC3)nn2)CC1 | 3.9 | -2 | 5 | -5 | 3 | 15 | 0 | -6

Compound profiles (already shown). Order of screens: F508del corr	GSIS activator	Cneo AK release	PglD inh	FN deposit inh	Statin myotox sup	PGC1a acetyl inh	miR-122 sensor
CN(C)CCCNC(=O)C[C@H]1C=C[C@@H](NS(=O)(=O)c2ccc(F)cc2)[C@H](CO)O1 across the screens: -1.1	-9	0	-37	.	-8	8	.
Cc1cc(C)c2c(c1)NC(C(=O)O)C1CC=CC21 (stereo not given) across the screens: 1.9	4	3	1	-6	3	4	-4
COCC#Cc1cnc2c(c1)C(=O)N([C@H](C)CO)C[C@@H](C)[C@@H](CN(C)S(=O)(=O)c1cccc(OC)c1)O2 across the screens: -1.7	9	-1	-2	.	4	-1	-1[16.7 µM]

New compounds follow:
SMILES | F508del corr | GSIS activator | Cneo AK release | PglD inh | FN deposit inh | Statin myotox sup | PGC1a acetyl inh | miR-122 sensor
CS(=O)(=O)n1c2ccccc2c(=O)n1-c1ccccc1CCl | -1.2 | 1 | 0 | 0 | -2 | 1 | -13 | -4
O=C(C[C@H]1CC[C@H](NC(=O)CN2CCOCC2)[C@H](CO)O1)NCc1cccc(F)c1 | -0.2 | -3 | -9 | 1 | 5 | -4 | -12 | .
O=C(Cn1ccc(=O)[nH]c1=O)NCCO | -0.1 | -3 | . | . | -2 | . | -9 | .
Cn1c(/C=C/c2ccc([N+](=O)[O-])o2)nc2ccccc2c1=O | . | . | -1 | -4 | . | 25 | -41 | 9
Clc1ccccc1OCCCCN1CCCC1 | 0.3 | -9 | 1 | -5 | . | -34 | ? | 4
C/C(=N\NC(=O)c1ccc(O)cc1)c1cccc(NC(=O)c2ccc(Cl)cc2)c1 | -1.4 | -1 | -17 | 9 | 6 | -25 | -23 | -2
COCCn1c(SCC(=O)NC(=O)NC(C)(C)C)nc2ccccc21 | . | -17 | 0 | -4 | . | -1 | -2 | .
C[C@H](CO)N1C[C@H](C)[C@H](CN(C)CC2CCCC2)Oc2ncc(C#Cc3cccc(F)c3)cc2C1=O | 1.5 | . | 2 | -1 | . | 0 | -21 | -15[16.7 µM]
O=C(CNc1cc(S(=O)(=O)N2CCCC2)ccc1OCC(F)(F)F)Nc1cccc(C(F)(F)F)c1 | . | -9 | -2 | -3 | -17 | -1 | -19 | 72
CCNc1nc(NCC)nc(C(=O)NN)n1 | . | . | 1 | 6 | 6 | 2 | -8 | 3
O=C(N/N=C/c1ccccn1)c1ccc(Cl)cc1 | 0.9 | 13 | -3 | 0 | . | 8 | 6 | -1
C[C@@H]1CN([C@@H](C)CO)C(=O)c2cc(NC(=O)Nc3ccc4c(c3)OCO4)ccc2O[C@@H](C)CCCCO[C@H]1CN(C)S(=O)(=O)c1ccccc1 | -1.3 | -2 | -1 | -2 | -9 | . | -1 | 5[16.7 µM]
CCCC(C)C(=O)NCc1ccncc1 (stereo not given) | 4.8 | 43 | -3 | -3 | . | -8 | . | -3
CCN(CC)S(=O)(=O)c1ccc(NC(=O)c2ccc(N3CCCC3=O)cc2)cc1 | 4.3 | 5 | 0 | 0 | -1 | -8 | 17 | -4
CSc1ncccc1C(=O)OCc1ccccc1 | . | 47* | -4 | 3 | . | 8 | 9 | -5
O=C(CNS(=O)(=O)c1ccc(Br)s1)NCc1ccccc1 | 0.2 | -4 | 0 | 1 | -17 | 7 | -4 | 5
Cc1ccc(CNCCCn2cnc3c(OCc4ccccc4)ncnc32)o1 | -2.0 | -7 | 6 | 1 | -4 | -9 | 0 | -4
CCN(CCn1cccn1)Cc1nc(Cc2cccc(F)c2)no1 | -0.3 | -3 | -1 | 3 | 11 | 4 | . | 0
O=C(COC(=O)C1CC1)NCCNC(=O)COC(=O)C1CC1 | 1.7 | -8 | -2 | -1 | -8 | 5 | . | 3
O=C(NC1CCCCC1)C1CCN(C(=O)NCc2ccccc2)CC1 | . | . | -2 | -1 | . | 103* | -5 | -14

High-throughput results deposited in PubChem by Broad Institute.
